# Screening results: PubChem BioAssay, National Center for Advancing Translational Sciences (NCATS)
# S3 lipid droplet – qHTS Assay for Lipid Storage Modulators in Drosophila S3 Cells; Drosophila S3 cells, BODIPY lipid droplet fluorescence, 18-24 h; cells fed with added oleic acid; lipid storage change, negative = inhibition, % at the top dose, mostly 46.1 µM; hits show Potency in µM; 0.64% of 320,000 active; AID 2685, 2010; active means well fitted inhibition curve with a large enough effect in the signal ratio, with a control signal flat, not every such curve was filed as active; inconclusive means small, poorly fitted or top-dose-only effect, or effect the other way, or a change in a side signal; the % refers to the signal ratio
#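 Drosophila S3 cells got compounds at several concentrations plus oleic acid (400 uM solution). Laser-scanning cytometry with 488 nm excitation read lipid droplets at 500-530 nm and cells at 575-640 nm. Percent activity was relative to 20 uM Triacsin C.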
# S3 lipid droplet cell count max – also measured in S3 lipid droplet; calls as there; cell number change, %; measured here: cell count max response;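 cells counted by Cell Tracker Red CMTPX staining in the red channel; peak over a dose series mostly up to 46.1 µM; percent activity relative to internal control wells on each plate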
# Starred values were filed as active, the others as inactive; i = inactive; u = inconclusive; x = no result given; [ ] = another dose, or the depositor's remark. On the % scale 0 is the no-effect control and ±100 the full control effect; potency means the concentration at half of the fitted maximal effect.
SMILES	S3 lipid droplet	S3 lipid droplet cell count max
COCCNC(=O)C(c1ccc(OC)cc1)N(Cc1ccco1)C(=O)CCC(=O)Nc1ccccn1 (configuration not stated)	u	x
Cc1cc(NC(=O)Nc2cccc(C(F)(F)F)c2)n(C)n1	5%	14
COc1ccc(NC(=O)N2CCCC2C(=O)Nc2ccc(C)c(Cl)c2)cc1 (configuration not stated)	u	x
C=CCn1c(SCC(=O)Nc2ccc(F)cc2F)nnc1-c1cnccn1	u	x
CC(CN1CCCCC1)OC(=O)/C=C/c1ccccc1 (configuration not stated)	u	x
CCOC(=O)C1CCCN(/C=C2\SC(=S)N(CC)C2=O)C1 (configuration not stated)	u	x
CC(C)(C)OC(=O)NOCC(=O)N(CC(=O)c1ccccc1)Cc1ccccc1	u	x
c1ccc(CSc2ccc(-c3ccccn3)nn2)cc1	0%	-7
Cc1cc(C)c2c(c1)/C(=N/NC(=O)c1ccc(O)cc1)CCC2	-27%	-13
Cc1ccc2c(c1)NC(=O)C(CC(=O)N(C)Cc1ccccc1)O2 (configuration not stated)	-1%	-3
Cn1nccc1C(=O)Nc1sc2c(c1C#N)CCCC2	u	x
COc1ccc(C(=O)Cc2nnc(C)s2)cc1	1%	2
O=C(Nc1ccccc1)NC1CCN(Cc2c(F)cccc2Cl)CC1	3%	4
CC1(C)NS(=O)(=O)Oc2ccccc21	u	x
Cc1ccc(S(=O)(=O)N2CCN(C(=O)c3ccc(OCc4c(C)noc4C)cc3)CC2)cc1	u	x
COC(=O)c1c(Sc2ccccc2)c2ccccc2n1C	8%	-2
Cc1ccc(C(=O)NCCNC(=O)c2ccc(C)nc2)cc1	u	x
CC(NC(=O)c1ccc(Cl)cc1)c1nnc(SCC(=O)NC2=NCCS2)n1C (configuration not stated)	u	x
NCCCC[C@H](NC(=O)C1CCNCC1)c1nnc([C@@H](N)CO)o1	-7%	9
Cc1cc(C(=O)CSc2nc(N)cc(N)n2)c(C)n1-c1cccc(C(F)(F)F)c1	u	x
Cc1ccc(OCCN2C(=O)c3ccccc3C2=O)c([N+](=O)[O-])c1	u	x
Cc1ccc(C)c(NC(=O)c2ccc(N(C)S(C)(=O)=O)cc2)c1	u	x
COc1cccc(OC)c1C(=O)NNC(=O)c1ccc(F)cc1	19%	3
Cn1nccc1C(=O)N1CCN(c2ccccc2Cl)CC1	u	x
O=C(CSc1nnc(-c2ccoc2)o1)N1CCOCC1	u	x
COc1ccc(S(=O)(=O)N2CCOCC2)cc1NC(=O)CSc1ccc(F)cc1	16%	-2
N#Cc1ccc(C(=O)NC2CCCc3ccccc32)cc1 (configuration not stated)	u	x
Cc1cc(=O)[nH]c(SCC(=O)c2c(N)n(C)c(=O)n(C)c2=O)n1	i	x
COC(=O)c1sc(NC(=O)CSc2nncs2)c(C(=O)OC)c1C	u	x
Cn1c(N)c(C(=O)COC(=O)Cc2ccc(Cl)cc2Cl)c(=O)n(C)c1=O	9%[0.0737 µM]	-2
COc1ccc(C(CNC(=O)Nc2ccc(Cl)cc2)N2CCN(C)CC2)cc1 (configuration not stated)	u	x
Clc1ccc2nncn2n1	u	x
Cn1cnc(S(=O)(=O)N2CCN(C(c3ccc(F)cc3)c3ccc(F)cc3)CC2)c1	u	x
COc1ccc(CCN(Cc2ccccn2)C(=S)Nc2cccc(SC)c2)cc1OC	8%	-4
CCS(=O)(=O)c1ccc(-c2csc(-c3ccccc3)n2)c(Cl)c1Cl	11%	x
C#CCOCCOCCOCCNc1nc(N2CCN(C(=O)C(Cc3ccc(O)cc3)n3cc(C(N)CC(C)C)nn3)CC2)nc(N2CCN(C(=O)C(Cc3cc4ccccc4[nH]3)n3cc(C(N)C(C)CC)nn3)CC2)n1 (configuration not stated)	-9%	-14
O=c1c2[nH]c3cccc(Cl)c3c2ncn1CC1CCCO1 (configuration not stated)	u	x
CCOC(=O)C1=C(N)OC2=C(C(=O)CCC2)C1c1ccccc1OC (configuration not stated)	u	x
COc1cc(Cl)ccc1OCc1cc(C(=O)N2CCCCCCC2)no1	u	x
Cc1cc(C)n(CC(O)Cn2c3ccccc3c3ccccc32)c(=O)n1 (configuration not stated)	8%[9.22 µM]	2
Cc1ccc(C(=O)Nc2nnc(S(=O)(=O)N3CCCCCC3)s2)cc1	u	x
Cc1ccc(C)c2nc(SCC(=O)N3CCCc4ccccc43)c(C#N)cc12	u	x
Cc1ccc(C)c(C(=O)COC(=O)c2nn(C)c(=O)c3ccccc23)c1	u	x
O=C(N/N=C1\CC2CC=CC12)c1ccc(O)cc1 (configuration not stated)	u	x
COc1ccc(NC(=O)/C=C/c2ccc(S(=O)(=O)N3CCOCC3)cc2)cc1	u	x
CCSc1ncc(/C=N/Nc2ccccc2)n1C	u	x
C=CCN(CC=C)C(=S)Nc1ccc(OC)c(OC)c1	u	x
COc1ccc(C(=O)CC(=O)C(=O)Nc2ccc(C)c(C)c2)cc1	7%	7
COCc1c(C(=O)OCc2nc(N)nc(Nc3ccccc3C)n2)oc2ccccc12	8%	1
COC(=O)[C@H](C)NC(=O)COc1ccccc1	u	x
O=C(COc1ccccc1F)NC1CC1	u	x
COc1ccc(C)cc1NC(=O)Cn1cnnn1	u	x
CC(NCc1ccc(-c2ccccc2)cc1)C(O)c1ccccc1 (configuration not stated)	u	x
CC(C)=CCCC1(C)C=Cc2c(c(C)cc3c2[nH]c2cc(O)ccc23)O1 (configuration not stated)	u	x
CCOc1ccc(N(CC(=O)NC2CCCCC2)S(=O)(=O)c2ccccc2)cc1	u	x
C/C(N)=C(/C#N)C(=O)COC(=O)CNC(=O)c1ccc(Cl)cc1Cl	u	x
O=C(NCc1cccs1)c1noc2c1CCCC2	u	x
COCCn1ccc2c(OCC(=O)Nc3cc(OC)ccc3OC)cccc2c1=O	u	x
COC(=O)CSc1nnc(CNc2ccc(Cl)cc2)n1-c1ccccc1	-3%	x
CCOC(=O)c1[nH]c(C)c(C(=O)NCc2ccc(OC)cc2)c1C	u	x

# Carrying on:
SMILES	S3 lipid droplet	S3 lipid droplet cell count max
O=C(c1ccc(-n2cccc2)cc1)N1CCCCC1	28%	3
Cc1ccc(S(=O)(=O)CCC(=O)OCC(=O)N(C)CC(=O)Nc2ccc(F)cc2)cc1	u	x
O=S(=O)(N/N=C/c1c(F)cccc1Cl)c1ccccc1	-18%	14
O=C(NNS(=O)(=O)c1ccccc1F)c1ccccc1-n1cccc1	i[0.369 µM]	-15
O=[N+]([O-])c1cccc(N/N=C/c2cccc3ccccc23)c1	-9%	-2
CC(Oc1cccc(Cl)c1)C(=O)N1CCN(c2ncccn2)CC1 (configuration not stated)	u	x
O=C(NCCCn1ccnc1)c1ccc(COc2ccccc2)o1	u	x
CC(C)c1ccc(NC(=O)CCC(=O)NCc2ccco2)cc1	23%	-5
CCNC(=S)N/N=C/c1c(Cl)cccc1Cl	u	x
Cc1ccc(CNC(=O)CCNS(=O)(=O)c2ccc(C)cc2)cc1	0%	-14
CCC1CN(C(=O)N2CCC(C(=O)NCCc3ccccc3OC)CC2)c2ccccc2O1 (configuration not stated)	6.5µM*	13*
O=C(COc1ccccc1)Nc1ccc(N2CCN(C(=O)c3cccs3)CC2)cc1	2%	17
CCCN1CCN(CC(=O)Nc2nncs2)CC1	u	x
COc1ccc(NC(=O)CN(C)CC(=O)Nc2ccc(Cl)c(S(=O)(=O)N(C)C)c2)cc1	u	x
COC(=O)c1cc(NC(=O)CSc2nncn2C)cc(C(=O)OC)c1	u	x
CCOC(=O)c1sc2ncn(C(C)C(=O)OCC)c(=O)c2c1C (configuration not stated)	i	25
Cc1cc(F)ccc1NC(=O)CCCN(C)S(=O)(=O)c1ccc(F)cc1	u	x
Cc1[nH]c2ccccc2c1C(=O)COC(=O)c1c(-c2ccccc2Cl)noc1C	1%	3
O=C(NCC1COc2ccccc2O1)C1C2C=CC3(CN(Cc4cccs4)C(=O)C13)O2 (configuration not stated)	-10%	-10
COc1cc(S(=O)(=O)N2CCOCC2)cc(C(=O)OCC(=O)NCc2ccco2)c1OC	u	x
CNC(=S)Nc1cccc(Cl)c1C	u	x
O=C(/C=C/c1ccccn1)c1cc(Cl)cc(Cl)c1O	3%	4
CCOC(=O)c1cc(-c2ccccc2)sc1NC(=O)CN1C(=O)NC(CC)(c2ccccc2)C1=O (configuration not stated)	u	x
COc1ccc(Cl)cc1NC(=O)Nc1ccc(C(=O)N2CCCC2)cc1	u	x
OC(COC(c1ccc(F)cc1)c1ccc(F)cc1)CN1CCCC1 (configuration not stated)	u	x
Cc1cccc(C)c1NC(=O)CN(C)C(=O)c1ccccc1Cc1ccccc1	7%[0.0737 µM]	15
CCOC(=O)c1ccc(NC(=O)CCSCCc2ccccn2)cc1	1%	21
O=[N+]([O-])c1cccc(N2Cc3ccccc3C2)c1	4%	-5
CCOC(=O)C1(Cc2cccc(F)c2)CCN(Cc2cnn(CC)c2C)CC1	6%	1
Cc1cc(NC(=O)CSc2nnc(NCc3ccco3)s2)no1	u	x
COc1cc(NC(=O)Cn2cnc3c(nc4n3CCCCC4)c2=O)cc(OC)c1OC	9%	-7
O=C(/C=C/c1ccco1)N1CCN(c2ccc(F)cc2)CC1	14%	-2
Cc1ccc(F)cc1NC(=O)CCC(=O)c1cccs1	u	x
Cc1cc(=O)n2[nH]c(CCC(=O)O)nc2n1	-17%	-7
Cc1cc(C)cc(NC(=O)C2CCCN2S(=O)(=O)c2ccc3c(c2)n(C)c(=O)c(=O)n3C)c1 (configuration not stated)	i	7
O=C1c2oc3ccc(F)cc3c(=O)c2C(c2ccccc2)N1CC1CCCO1 (configuration not stated)	u	x
CCOc1ccc(/C=C(/NC(=O)c2ccc(Cl)cc2)C(=O)O)cc1OCC	-14%	x
COc1cc(OC)c(C2C3=C(CCCC3=O)Nc3nc4ccccc4n32)cc1OC (configuration not stated)	u	x
Cc1ccccc1NC(NC(=O)c1cccnc1)C(Cl)(Cl)Cl (configuration not stated)	17%	-1
CC12CCC(=O)N1C(C(=O)N1CCN(S(=O)(=O)c3cccc(Cl)c3)CC1)CS2 (configuration not stated)	u	x
CCN(CC)S(=O)(=O)c1cccc(NN=c2c(=O)c3ccccc3c2=O)c1	u	x
Cc1onc(-c2ccccc2)c1C(=O)n1cccn1	i	-17
O=C(CSCc1c(F)cccc1Cl)NCCSCc1ccco1	18%	x
COc1cc(SC)ccc1C(=O)NCCc1ccccc1	u	x
O=C(CCCn1c(=S)[nH]c2cc3c(cc2c1=O)OCO3)N1CCN(c2ccccc2F)CC1	i	x
CCC1CCCCN1CCCNC(=O)CSc1nc2nc(C)c(Cc3ccccc3)c(C)n2n1 (configuration not stated)	u	x
O=C(Cn1cnc2c(nnn2Cc2ccc(F)cc2)c1=O)N1CCCCC1	12%	11
CCCCCOc1ccc(NC(=O)C(=O)NCC2CCCN2CC)cc1 (configuration not stated)	-4%	-1
COc1ccc(/C(O)=C2/C(=O)C(=O)N(CCCN(C)C)C2c2ccccc2)cc1OC (configuration not stated)	0%	18
c1ccc(-c2nnc(N3CCOCC3)c3ccccc23)cc1	-12%	-11
CC(C)N=C(Nc1ccccc1)c1cccnc1	u	x
CCc1c(C)nc2ncnn2c1N1CCCC(C(=O)Nc2ccc(NC(C)=O)cc2)C1 (configuration not stated)	6%	-4
Cc1[nH][nH]c(=O)c1C(c1c(C)[nH][nH]c1=O)c1cn(C)c2ccccc12	25%	0
CSc1ncc(C(=O)Nc2ccccc2C)c(C)n1	u	x
CCOC(=O)c1cnc(Nc2nc3ccccc3o2)nc1CSC(=S)N(CC)CC	11%	-8
CSc1ccccc1NC(=O)CN1CCCCC1C (configuration not stated)	u	x
COc1ccc(C2=NOC(Cn3nc(C(=O)NCc4ccco4)cc3-c3ccccc3)C2)cc1 (configuration not stated)	u	x
Cc1cc(/C=C2\NC(=S)NC2=O)c(C)n1-c1cccnc1	9%	8
COc1ccc(C(=O)n2nc(-c3ccco3)nc2N)cc1OC	1%	x
Cc1nc2cc(NC(=O)C3COc4ccccc4O3)ccc2s1 (configuration not stated)	1%	3

# Following part:
SMILES	S3 lipid droplet	S3 lipid droplet cell count max
CN(C(=O)C1CC1)C1CCS(=O)(=O)C1 (configuration not stated)	20%	x
COc1ccc(NC(=O)c2ccc3c(=O)n(Cc4ccco4)c(=S)[nH]c3c2)c(OC)c1	u	x
COc1ccc(C(=O)COC(=O)CCN=C2NS(=O)(=O)c3ccccc32)cc1OC	u	x
CC(=O)Nc1ccc(S(=O)(=O)N2CCN(S(=O)(=O)N3CCCCCC3)CC2)cc1	23%	x
COc1ccc(/C=N/NC(=O)c2ccn[nH]2)cc1Cn1nc(C)c([N+](=O)[O-])c1C	u	x

# Ordered by length of the SMILES (lowest first): part of the list above
SMILES	S3 lipid droplet	S3 lipid droplet cell count max
CN(C(=O)C1CC1)C1CCS(=O)(=O)C1 (configuration not stated)	20%	x
CC(=O)Nc1ccc(S(=O)(=O)N2CCN(S(=O)(=O)N3CCCCCC3)CC2)cc1	23%	x
COc1ccc(NC(=O)c2ccc3c(=O)n(Cc4ccco4)c(=S)[nH]c3c2)c(OC)c1	u	x
COc1ccc(/C=N/NC(=O)c2ccn[nH]2)cc1Cn1nc(C)c([N+](=O)[O-])c1C	u	x

# An excerpt; rates above refer to the full screens.
